# PMI act hi M6P: PMI (human) activation, high substrate; 190,000 compounds, 0.34% hits; activation factor at 20 µM; coupled PMI enzyme assay, resazurin fluorescence, 20 min; active compounds read high; 1 = untreated enzyme, 0 = substrate-free blank;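 active = activation factor of 2 or more at 20 µM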
# Target sequence (P34949 whole entry, looked up): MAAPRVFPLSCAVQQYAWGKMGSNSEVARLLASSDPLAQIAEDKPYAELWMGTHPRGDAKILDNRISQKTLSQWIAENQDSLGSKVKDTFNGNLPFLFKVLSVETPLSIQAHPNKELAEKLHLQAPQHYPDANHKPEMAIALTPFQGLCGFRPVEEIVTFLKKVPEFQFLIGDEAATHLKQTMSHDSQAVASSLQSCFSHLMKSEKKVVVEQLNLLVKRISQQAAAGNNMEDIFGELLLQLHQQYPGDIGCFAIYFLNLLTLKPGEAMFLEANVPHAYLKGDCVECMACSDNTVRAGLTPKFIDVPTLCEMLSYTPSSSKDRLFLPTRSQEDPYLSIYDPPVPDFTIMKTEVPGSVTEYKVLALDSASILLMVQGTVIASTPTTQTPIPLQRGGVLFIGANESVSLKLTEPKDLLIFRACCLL
#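 Test system: human phosphomannose isomerase with PGI, G6PDH, diaphorase coupling enzymes; amount: 15 ng/mL PMI; incubation: enzyme reaction with compound 20 min at room temperature; technique: resorufin fluorescence (Ex 544/Em 590 nm) from resazurin via diaphorase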
# L major viab: reduces viability of Leishmania major promastigotes. resazurin fluorescence viability. inhibition, % at 10 µM. 200,000 compounds, 9% hits. AID 1063;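 note: promastigotes grown with compound for 44 hours at 28 °C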
# Hsp70 activator: switches on Hsp70 transcription | HeLa Hsp70 promoter luciferase reporter, luminescence; scaled: vehicle 0, proteasome-inhibitor control 100% | activation, % at 10 µM | 200,000 compounds, 0.04% hits | AID 1203;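 active = activation above the mean across all tested compounds plus 3 SD, cutoff set per campaign, cut at about 5.5% in these data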;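 note: 100% = MG132 at 30 µM as the positive control and 0% = DMSO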
# Diaph act CS: diaphorase activation or chemical reduction counter-screen | Diaphorase/resazurin coupled assay, resorufin fluorescence, 16 min; active compounds read high; 1 = vehicle wells, 0 = NADH-free wells | activation factor at 20 µM | 190,000 compounds, 0.005% hits;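 active = diaphorase activity raised at least twofold by the compound at 20 µM; inactive = activation factor below 2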
#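 Test system: Clostridium kluyveri diaphorase, purified enzyme; input: enzyme 0.07 U/mL final; buffer or medium: 50 mM HEPES pH 7.4 with 4.542 mM MgCl2, 0.005% Tween 20; also added: 0.114 mM NADH and 0.1 mM resazurin, final amounts; schedule: 16 min enzyme reaction, ambient temperature; technique: fluorescence of resorufin, 544 nm excitation, 590 nm emission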
# S1P3 antag: blocks the human S1P3 receptor. CHO S1P3 NFAT-BLA reporter, FRET fluorescence, antagonist mode. inhibition, % at 4.98 µM. 170,000 compounds, 0.27% hits. AID 485. Q99500;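 active = inhibition above the plate cutoff, the mean inhibition of test wells on that plate plus 3 SD, cut at about 28% in these data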;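 note: cells challenged with S1P at its EC80 of 0.8 µM; blue over green emission ratio from cleaved BLA substrate after 4 h stimulation; 0% = S1P-stimulated wells and 100% = unstimulated DMSO-only wells; some compounds past the cut are filed as inactive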
# Target sequence (Q99500 whole entry, looked up): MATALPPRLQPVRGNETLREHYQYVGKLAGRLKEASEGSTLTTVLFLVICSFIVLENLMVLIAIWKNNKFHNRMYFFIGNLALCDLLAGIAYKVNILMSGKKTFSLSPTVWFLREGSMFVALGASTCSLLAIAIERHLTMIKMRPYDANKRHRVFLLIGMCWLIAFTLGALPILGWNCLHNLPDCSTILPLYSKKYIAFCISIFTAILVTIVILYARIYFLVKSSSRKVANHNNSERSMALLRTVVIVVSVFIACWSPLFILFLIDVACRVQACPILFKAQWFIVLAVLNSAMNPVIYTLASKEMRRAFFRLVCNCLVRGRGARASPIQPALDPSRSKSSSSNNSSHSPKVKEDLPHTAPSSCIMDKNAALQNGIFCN
# G6PDH CS: L. mesenteroides G6PDH inhibition counter-screen; 200,000 compounds, 0.12% hits; AID 1020; Purified L. mesenteroides G6PDH, diaphorase/resazurin coupled fluorescence, 45 min; inhibition, % at 5 µM
# Diaph inh CS: counter-screen for diaphorase-based assays: diaphorase inhibitors and chemical oxidizers; diaphorase resazurin-to-resorufin fluorescence, NADH, 16 min; bacterial (C. kluyveri) enzyme, not human; inhibition, % at 20 µM; 190,000 compounds, 0.69% hits;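 active = primary screen inhibition at 20 µM above a set limit, cut at about 50% in these data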;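 note: plate controls were DMSO with full reaction for no effect and wells lacking NADH for full effect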
#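 Assay system: diaphorase enzyme from Clostridium kluyveri; Input: enzyme working solution with 0.14 U/mL diaphorase; Timing: 16 min at room temperature; Technique: resorufin fluorescence, excitation 544 nm, emission 590 nm; Benchmarks: positive control minus NADH, DMSO neutral control.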
# PMI activator: phosphomannose isomerase (human) activation | P34949 | purified human PMI, coupled resazurin fluorescence, 20 min; active compounds read high; 1 = vehicle control, 0 substrate-free wells | activation factor at 20 µM | 190,000 compounds, 0.005% hits | AID 1214;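 active = activation factor of 2 or more at 20 µM, relative to plate controls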
# Redox H2O2 prof: compounds producing H2O2 with reducing agent – biochemical, NIH compound library profiling, artefact control for MLSCN library redox annotation, primary screen. activation, % at 10 µM. 200,000 compounds, 0.03% hits. DTT-dependent redox cycling H2O2, phenol red/HRP absorbance; 100% = 100 µM peroxide control, 0% = buffer;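 active = activation of at least 50% relative to the plate's high and low controls in the primary single-dose screen; inactive = activation below 50%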;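 note: compound incubated with DTT at 0.8 mM final as the reducing agent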
# RAM network inh: yeast RAM network inhibition. S. cerevisiae dse1pr::URA3 reporter, 5-FOA growth OD615, 2 d; analog-sensitive cbk1-as2 kinase mutant strain. inhibition, % at 50 µM. 190,000 compounds, 1.8% hits. AID 868;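 active = inhibition above a set limit, 3 SD over mean compound inhibition, cut at about 8.4% in these data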;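 note: 0% = DMSO-only wells with no growth and 100% = 10 µM 1-NA-PP1 full growth; inhibition rescues growth on 5-FOA so higher OD means more RAM inhibition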
# TLR4-MyD88 BLA: blocks binding of human TLR4 to MyD88; 200,000 compounds, 0.18% hits; AID 861; inhibition, % at 8.4 µM; HeLa CL3-4 TLR4/MyD88 BLA complementation, FRET ratio; in the data active = inhibition above about 25%;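 note: 0% = vehicle and 100% = reference inhibitor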
# * = called active by the depositor; . = not tested or not shown. Cut-off read from the data, not from the text of the source, unless noted: active = inhibition above about 50%; inactive = the rest.
mol,PMI act hi M6P,L major viab,Hsp70 activator,Diaph act CS,S1P3 antag,G6PDH CS,Diaph inh CS,PMI activator,Redox H2O2 prof,RAM network inh,TLR4-MyD88 BLA
Cc1cc(N(C)/N=C/c2ccccc2O)nc(-c2ccccc2O)n1,0.8,-3,-0.1,1,-13,9,1,1,0.2,2.8,-7
O=C(Cc1cccs1)N(CC1CCCO1)C1(C(=O)NC2CCCC2)CCCCC1 (stereo not drawn),1.1,23,-0.2,1,-10,14,1,1.1,-0.5,0.6,1
CN(C)CCOCCOc1ccc(Cl)cc1C(C)(C)C,1.1,98*,-0.2,0.8,-10,8,17,0.9,-1.8,2.5,1
Cc1cc(C(F)F)n2nc(C(=O)O)nc2n1,1.1,-7,-0.3,0.9,.,3,14,1.1,0.5,0.6,8
Cc1nnc(SCCN2C(=O)c3ccccc3C2=O)[nH]c1=O,1,-6,-0.3,0.9,-17,9,10,0.9,2.2,1.6,-4
Cc1ccc2cc(CN(Cc3ccco3)C(=O)NCc3ccccc3)c(=O)[nH]c2c1C,0.8,18,-0.4,0.8,2,3,18,0.7,0.1,2.3,-8
CCOC(=O)C1CCCN(c2c(Nc3ccc(OCC)cc3)c(=O)c2=O)C1 (stereo not drawn),1,-6,-0.1,0.9,.,-3,13,1.1,-0.6,1.0,-7
Cc1cc(C)cc(OCC(=O)N/N=C\c2cn(C)nc2C)c1,1,-4,-0.1,1,-16,3,4,1,-0.6,0.4,10
O=C(CSc1nc(-c2ccccc2Cl)ns1)NCc1ccco1,0.9,3,-0.3,0.8,-18,-6,19,0.9,-0.6,1.9,-1
COc1cc(NC(=O)CCc2c(C)nc3nc(C)nn3c2C)cc(OC)c1,0.9,2,-0.2,0.9,.,12,13,0.9,0.2,0.9,9
CCn1c(CNc2ccc(F)cc2)nnc1SCC#N,0.9,-5,-0.1,0.9,-13,10,8,1,-1.4,0.1,-7
CCSc1nnc(NC(=O)COc2ccc(Cl)cc2)s1,1.1,-10,-0.1,1.1,-1,-1,-6,1.2,-0.8,1.5,-4
CC(C)(C)C(=O)Nc1ccc(C(=O)NCc2cccnc2)cc1,1.1,-4,-0.4,0.9,.,3,5,1,-0.2,2.3,2
O=C(Cc1ccc(Cl)cc1)NNC(=O)Nc1cccc2ccccc12,0.8,-3,-0.2,0.9,.,3,12,0.8,-6.5,0.9,-2
CCN(CC)C1=N/C(=C\c2ccc(OC)cc2)C(=O)N1c1ccccc1,1.8,17,-0.3,0.8,-4,3,15,1.5,-0.5,0.9,-29
C=CCNc1cc(C)oc(=O)c1C(=O)CCC,1,-2,-0.1,1,.,6,4,1,0.0,-0.7,-8
O=C(Nc1ccc(NC(=O)C2CC2)nc1)c1cccs1,0.9,3,0.2,0.9,-14,-3,7,0.9,1.5,3.1,-5
CN=C(Nc1cc(C)nn1-c1ccccc1)c1ccccc1,0.9,-5,-0.3,0.9,-25,8,10,0.9,2.6,0.5,-4
O=C(Nc1ccc(CN2CCCCC2)cc1)c1cc(Br)ccc1Cl,1,29,0.0,1,-8,17,-1,0.9,-1.5,3.2,5
COc1ccc(N2CCN(c3cc(C)c4ccccc4n3)CC2)cc1,1,6,-0.4,1,10,-3,1,1,9.6,1.4,4
CN1C(=O)COc2ccc(C(=O)c3ccccc3C(=O)O)cc21,1.3,-7,-0.3,1,21,5,-3,1.3,-0.4,0.1,-3
CC1=NN(C(C#N)c2ccccc2O)C(C)(C)C1 (stereo not drawn),1.1,-7,-0.1,1,-9,16,4,1.1,-0.2,-1.0,-6
CC1CCC(N2CCN(c3ncccn3)CC2)CC1 (stereo not drawn),1,7,-0.2,0.9,-2,-7,6,0.9,1.4,3.1,19
CCC(C)NC(=S)N1CCN(Cc2ccccc2)CC1 (stereo not drawn),1.1,-1,-0.2,0.9,1,2,11,1,-0.3,0.9,-5
Cc1nn(C)c(Cl)c1NC(=O)OCc1ccc(Cl)cc1Cl,0.9,8,0.1,0.9,.,18,12,1.1,1.0,1.2,8
CC(C)CC(NC(N)=O)C(=O)NCc1ccccc1Cl (stereo not drawn),1,-3,-0.1,1.1,-11,-2,-6,1,-0.1,2.1,-6
O=C(C1=C[C@H](c2coc3ccccc3c2=O)C[C@H](OCc2ccc(CO)cc2)O1)N1CCOCC1,0.9,-6,-0.1,0.8,-4,7,17,0.9,0.0,0.1,-6
Cc1cc(C)n(-c2nc3sc4c(c3c3nnc(SC(C)C)n23)CC(C)(C)OC4)n1,.,45,-0.3,.,-6,.,.,.,2.9,.,12
C=CCN1C(=O)C(O)=C(C(C)=O)C1c1ccccc1F (stereo not drawn),1.1,3,-0.2,1,-12,6,5,1.1,-3.0,1.4,12
O=C(Cn1ccc2ccccc2c1=O)Nc1ccc2c(c1)OCO2,0.8,1,-0.3,0.9,0,2,11,0.8,2.3,3.9,-16

# A few values from the entries so far:
# For Redox H2O2 prof, CC1CCC(N2CCN(c3ncccn3)CC2)CC1 (stereo not drawn) has the entry 1.4
# For PMI act hi M6P, CC1=NN(C(C#N)c2ccccc2O)C(C)(C)C1 (stereo not drawn) has the entry 1.1
# For Diaph inh CS, O=C(Cn1ccc2ccccc2c1=O)Nc1ccc2c(c1)OCO2 has the entry 11

# Later entries.
mol,PMI act hi M6P,L major viab,Hsp70 activator,Diaph act CS,S1P3 antag,G6PDH CS,Diaph inh CS,PMI activator,Redox H2O2 prof,RAM network inh,TLR4-MyD88 BLA
C/C(N)=C(/C#N)C(=O)COC(=O)c1ccccc1O,1.1,49,-0.8,0.9,5,7,10,1.1,0.1,2.3,-14
CC(NC(=O)CN1CCCC1)C12CC3CC(CC(C3)C1)C2 (stereo not drawn),0.9,-5,0.0,0.9,.,4,10,0.9,1.0,0.3,5
CCc1nn(CC(=O)NCCCN(Cc2ccccc2)C(C)C)c(=O)c2cc3sccc3n12,1,26,0.1,0.9,-7,-1,9,1,0.0,-0.3,-5
COc1ccccc1-n1c(C)nc2cc(C(=O)NCc3ccc4c(c3)OCO4)ccc21,1,-5,-0.2,1,6,3,2,0.9,0.4,-0.2,2
CC(C)c1ccc(NC(=O)COC(=O)CCC(=O)c2cccs2)cc1,0.9,-2,-0.2,0.8,-8,-10,20,0.8,-0.7,3.8,-14
CCN(C(=O)CSc1nc2ccccc2c(=O)n1-c1ccc(C)cc1)C1CCS(=O)(=O)C1 (stereo not drawn),1,6,-0.3,0.8,-10,2,24,1,-0.7,0.8,2
CC(O)CNCCNCc1cccs1 (stereo not drawn),1,-9,-0.4,1,-13,-2,1,1.1,-0.3,0.1,-6
CCC(C(=O)NCc1ccccc1OC)n1nc(C)n2c(cc3occc32)c1=O (stereo not drawn),1.1,-1,-0.2,1,.,0,-2,1.2,0.0,0.1,15
COc1ccc(NC(=O)CC(NCc2ccccn2)C(=O)O)cc1 (stereo not drawn),0.6,-5,-0.2,0.8,-11,27,24,0.8,0.1,1.4,-6
O=C(O)CCC(=O)Nc1ccc(-c2nnc(-c3ccco3)o2)cc1,1.1,-5,-0.1,0.9,-12,4,8,1.1,-2.6,2.0,-4
Cc1ccccc1C(=O)Nc1nnc(SC(C)C)s1,1.1,6,-0.2,1.1,4,12,-5,1.1,-1.0,-0.1,9
CCCCN(C)CCNC(=O)c1ccc(Cn2c(=S)[nH]c3ccc(Br)cc3c2=O)cc1,1.7,90*,-0.1,1,-12,-3,1,1.6,0.0,2.5,4
COc1ccc(OCC(O)CNC(=O)c2ccc(Br)cc2)cc1 (stereo not drawn),1,-6,-0.1,0.9,.,5,10,0.9,1.0,3.1,5
O=C(N/N=C/c1ccc(-c2ccccc2[N+](=O)[O-])o1)c1cccnc1,0.6,95*,0.1,0.4,.,-25,59*,0.4,1.9,0.8,-6
COc1ccccc1/C=C/C=N/NC(=O)CCC1C(=O)NN=C1C (stereo not drawn),1,5,-0.2,0.8,-8,-31,22,1,0.6,3.7,-1
CCOCCCNC(=O)C(NC(=O)CNC(C)=O)c1ccc(C)cc1 (stereo not drawn),1.1,-1,-0.1,1.1,.,-2,-6,1.1,0.3,1.2,1
O=C(C1=C(O)C(=O)N(Cc2ccco2)C1c1ccccc1F)c1cccs1 (stereo not drawn),.,-4,-0.1,.,3,15,.,.,-0.8,4.5,10
CC(C)[C@H](NS(=O)(=O)c1ccc2c(c1)OCCO2)C(=O)OCC(=O)Nc1cccc(Cl)c1Cl,0.9,5,-0.4,0.9,4,8,15,0.8,0.4,3.9,-1
CSc1ccccc1N=CC1=C(O)CC(C)(C)CC1=O,1.2,-3,-0.1,0.8,-20,5,19,1.2,4.0,2.1,-5
CC(=O)N1CCN(c2ccc([N+](=O)[O-])c(NCc3cccnc3)c2)CC1,0.8,-11,-0.5,1,1,1,-2,1,-0.1,1.0,7
COc1cccc(NC(=O)NC2CCN(Cc3nnnn3Cc3ccc(F)cc3)CC2)c1,1,-10,-0.1,0.9,1,0,15,0.9,0.6,1.6,2
CCCCNC(=O)CS(=O)Cc1nc(-c2ccc(C)cc2)oc1C (stereo not drawn),1.1,-6,-0.1,0.9,-20,5,9,1.1,-1.2,-0.6,-10
CCC(C(=O)NC1CCCCC1)N(Cc1cccs1)C(=O)c1snc(C(N)=O)c1N (stereo not drawn),1,12,-0.1,0.9,-17,-5,8,1,-0.2,-0.2,-1
COC(=O)c1[nH]c2cccc(OC)c2c1NC(=O)CN1CCC(C(N)=O)(N2CCCCC2)CC1,1,-6,-0.3,0.8,-24,-22,16,0.9,1.0,-1.3,-2
C#CCOCCOCCOCCNc1nc(N2CCN(C(=O)[C@H](C(C)C)n3cc(CCO)nn3)CC2)nc(N2CCN(C(=O)[C@H]([C@@H](C)CC)n3cc(CCCCN)nn3)CC2)n1,1.3,-6,-0.3,1,-17,8,2,1.3,-0.4,0.1,3

# Shown with values under each structure: part of the list above.
# Results follow in this order: PMI act hi M6P | L major viab | Hsp70 activator | Diaph act CS | S1P3 antag | G6PDH CS | Diaph inh CS | PMI activator | Redox H2O2 prof | RAM network inh | TLR4-MyD88 BLA
O=C(C1=C(O)C(=O)N(Cc2ccco2)C1c1ccccc1F)c1cccs1 (stereo not drawn)
→ . | -4 | -0.1 | . | 3 | 15 | . | . | -0.8 | 4.5 | 10
COc1ccccc1/C=C/C=N/NC(=O)CCC1C(=O)NN=C1C (stereo not drawn)
→ 1 | 5 | -0.2 | 0.8 | -8 | -31 | 22 | 1 | 0.6 | 3.7 | -1

# Bioassay records from PubChem.
